Myeloid diff 2 = induction of myeloid progenitor differentiation, primary screen, cell-based, flow cytometry, MLPCN library | calls only at 10 µM | AID 624256, 2012 | ER-HoxA9 myeloid progenitors, lysozyme-GFP differentiation | hit rate 1% among 360,000;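 active = normalized GFP-positive differentiation at or above the plate's own cutoff, the solvent-only control mean plus 3 SD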;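 also: cells exposed to compound for four days before flow analysis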
AID2073 = inhibitors of Mint1-CaV2.2 protein interaction, biochemical, HTRF (AID 2073). Voltage-dependent N-type calcium channel subunit alpha-1B (Homo sapiens). hit rate 0.19% among 290,000. inhibition, % at 20 µM; hits with a dose series show IC50 in µM. HTRF protein-protein interaction, Mint1-CaV2.2; higher % means a stronger effect; in the data active = inhibition mostly above about 51%, no sharp cut-off; also: some results filed as inactive read as strong as hits
NOD2 inhibition = NOD2 signaling inhibitors, cell-based, luminescence, uHTS, HEK293 (AID 1566); inhibition, % at 4 µM; hits with a dose series show EC50 in µM; hit rate 0.63% among 290,000; HEK293 NOD2/NF-kB luciferase reporter, luminescence; higher % means a stronger effect; also: many of its hits are not listed in these tables
Lipid droplet = inhibitors of hepatocyte lipid droplet formation, primary screen, imaging, high-throughput imaging, BODIPY stain. AML12 mouse hepatocytes, oleate lipid droplets. inhibition, % at 6.5 µM. hit rate 0.4% among 240,000. AID 1656, 2009;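 active = lipid droplet intensity inhibited by at least 50%, with more than 500 cells counted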
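Technique: fluorescence imaging, 20x objective, two fields per well / Assay system: AML12 hepatocytes (mouse) / Measure: % inhibition of lipid droplet signal / Doses: 6.5 µM single-point dosing / Incubation: overnight exposure / Reagent: 100 µM oleic acid challenge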
XIAP antagonists = XIAP antagonists, biochemical, IAP family, fluorescence polarization (AID 1018); E3 ubiquitin-protein ligase XIAP (Homo sapiens); XIAP BIR domain, fluorescence polarization peptide displacement; higher % means a stronger effect; one-dose displacement, % at 20 µM; IC50 in µM for titrated hits; hit rate 0.007% among 200,000; in the data active = displacement above about 50%; also: a part of the inactive calls stands beside numbers as strong as those of hits
Siah-1 displacement = Siah-1 peptide-binding antagonists, primary screen, biochemical, fluorescence polarization, rhodamine-plectin, uHTS (AID 1817). E3 ubiquitin-protein ligase SIAH1 (Homo sapiens). Siah-1 / rhodamine-plectin peptide fluorescence polarization; higher % means a stronger effect. displacement, % at 20 µM; hits with a dose series show IC50 in µM. hit rate 0.02% among 290,000;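 active = displacement of at least 50% at 20 µM, with a fluorescence ratio check between 0.3 and a set limit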;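 also: plate controls were Siah plus tracer with DMSO for no effect and tracer alone without Siah for full effect; strong numbers were not always called active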
LYP phosphatase = inhibitors of LYP phosphatase, biochemical, fluorescence intensity, uHTS (AID 1779) | Tyrosine-protein phosphatase non-receptor type 22 (Homo sapiens) | recombinant LYP phosphatase, fluorescence intensity; higher % means a stronger effect | inhibition, % at 11.5 µM, or IC50 in µM where a hit was titrated | hit rate 0.054% among 290,000;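 also: plate controls were vehicle with enzyme for no effect and no enzyme for full effect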
NS5 inhibitors = Dengue-2 NS5 methyltransferase inhibitors, primary screen, biochemical, confirmation dose response (AID 588689); Genome polyprotein (Dengue virus type 2 (strain 16681-PDK53)); Dengue-2 NS5 methyltransferase capping enzyme assay, biochemical; higher % means a stronger effect; inhibition, % at 25 µM, or IC50 in µM where a hit was titrated; hit rate 0.3% among 340,000; in the data active = a potency from the dose series
HIV fusion peptide = inhibitors of HIV fusion peptide binding, primary screen, biochemical, uHTS, fluorescence dequenching (AID 1986). hit rate 0.3% among 290,000. one-dose inhibition, % at 20 µM; IC50 in µM for titrated hits. cell-free peptide binding, fluorescence dequenching, 30 min; higher % means a stronger effect; in the data active = inhibition mostly above about 52%, no sharp cut-off; inactive = mostly below about 76%; also: some results filed as inactive read as strong as hits
Lipid droplet cells 6.5 µM = also measured in Lipid droplet; calls as there; cell count; measured here: cell count, cytotoxicity flag;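 cells counted across two imaged fields per well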
Myeloid diff 2 GFP+ MAC1+ % = further read-out of Myeloid diff 2, marked with its call; GFP+ MAC1+ double positive, %; measured here: differentiation confirmed by MAC1 staining
Active calls of the source: *; i = inactive; x = not tested or not shown. Rule as the data show it, unless noted: active = inhibition above about 50%; inactive = the rest.

SMILES,HIV fusion peptide,AID2073,NS5 inhibitors,Myeloid diff 2 GFP+ MAC1+ %,Myeloid diff 2,XIAP antagonists,Lipid droplet cells 6.5 µM,Lipid droplet,NOD2 inhibition,LYP phosphatase,Siah-1 displacement
O=C(N/N=C/c1c[nH]c2ccccc12)c1ccn(Cc2ccc(Cl)cc2)n1,-2.2%,8%,-6%,1.4,i,-1.6%,x,x,-6%,1%,-5%
CCOc1ccc(S(=O)(=O)N(C)c2ccc(OCC(=O)Nc3nccs3)cc2)cc1,0.4%,33%,-3%,0.4,i,-0.2%,686,4,7%,-1%,4%
Cn1cc(Cl)c(C(=O)Nc2nccs2)n1,-1.3%,6%,0%,1.3,i,x,815,0,0%,-3%,-2%
COc1cc(C(C(=O)NCc2ccccc2)N(Cc2ccco2)C(=O)c2cnccn2)cc(OC)c1OC (configuration not stated),-0.8%,6%,-10%,0.5,i,-12%,735,1,11%,-3%,-3%
COc1ccc(CCn2c(=N)c(C(=O)NC3CCCC3)cc3c(=O)n4ccccc4nc32)cc1OC,1.0%,-9%,0%,0.8,i,x,655,-4,12%,-7%,-2%
COc1cc2ncnc(NCc3ccccc3Cl)c2cc1OC,0.5%,2%,-3%,0.5,i,2.1%,474*,52*,2%,-11%,-4%
O=C(NCc1ccccc1)C(c1ccncc1)N(C(=O)c1csnn1)c1ccccc1F (configuration not stated),1.4%,-2%,-6%,0.2,i,x,598,-39,10%,-16%,0%
COc1ccc(-c2csc(N3C(=O)CNC3=S)n2)cc1,-1.3%,20%,-3%,0.8,i,-9.8%,680,6,-104%,-2%,0%
c1ccc(CCCNc2ncccn2)cc1,-0.5%,-1%,-1%,0.9,i,-11%,737,2,x,-13%,3%
O=[N+]([O-])c1cccc(/C=N/Nc2nnc(-c3ccccc3)c(-c3ccccc3)n2)c1,-1.6%,5%,2%,0.8,i,-4.3%,691,8,0%,-7%,1%
CCC(=O)Oc1oc(-c2ccccc2)nc1C=Nc1ccccc1OC,6.5%,15%,2%,0.8,i,-18%,786,-5,6%,1%,3%
CN1CCN(C(=O)c2ccc3c(c2)N(Cc2ccccc2)CCS3)CC1,-0.9%,34%,-6%,0.0,i,x,772,0,15%,-7%,6%
CC(NC(=O)c1ccco1)C(=O)N(C)Cc1ccc(C(F)(F)F)cc1 (configuration not stated),3.0%,4%,-1%,2.8,i,x,760,18,6%,0%,5%
CCc1ccccc1OCCCOc1ccc(OC)cc1,-0.8%,11%,-4%,1.5,i,-7.6%,x,x,9%,-8%,-4%
COc1ccc(C(CNC(=O)Nc2ccc(Cl)cc2)N2CCN(C)CC2)cc1 (configuration not stated),0.2%,2%,-2%,0.4,i,x,757,-18,-32%,-16%,-2%
CCN1CCN(CCCOc2ccc(-c3ccccc3)cc2)CC1,0.4%,-11%,x,x,x,-7.5%,637,-6,-33%,-5%,-6%
Cc1cc(C)c(S(=O)(=O)c2cccc(C)c2C)c(=O)[nH]1,-1.3%,4%,-1%,1.1,i,x,864,-1,-21%,-6%,-6%
CCOC(=O)C1CCN(C(c2ccc(OC)c(OC)c2)c2sc3nc(C)nn3c2O)CC1 (configuration not stated),0.9%,10%,-9%,2.1,i,2.0%,630,12,2%,-1%,-3%
CCC(C)c1ccc(NC(=O)Nc2cccnc2)cc1 (configuration not stated),0.8%,4%,31%,0.6,i,x,890,10,-33%,-11%,-6%
CC(=O)N1C(c2ccccc2)CC(=O)OC1c1ccc2c(c1)OCO2 (configuration not stated),0.1%,-1%,x,0.6,i,-3.8%,690,-6,-2%,1%,-3%

The list goes on, starting with the last two of the part before.
SMILES,HIV fusion peptide,AID2073,NS5 inhibitors,Myeloid diff 2 GFP+ MAC1+ %,Myeloid diff 2,XIAP antagonists,Lipid droplet cells 6.5 µM,Lipid droplet,NOD2 inhibition,LYP phosphatase,Siah-1 displacement
CCC(C)c1ccc(NC(=O)Nc2cccnc2)cc1 (configuration not stated),0.8%,4%,31%,0.6,i,x,890,10,-33%,-11%,-6%
CC(=O)N1C(c2ccccc2)CC(=O)OC1c1ccc2c(c1)OCO2 (configuration not stated),0.1%,-1%,x,0.6,i,-3.8%,690,-6,-2%,1%,-3%
CCOc1ccc(CCNC(=O)C(C)N2C(=O)CC(C)(C)Sc3ccccc32)cc1 (configuration not stated),-0.2%,5%,-12%,0.7,i,x,674,31,-39%,-4%,-2%
CCc1cc(=O)n2[nH]c(C)c(-c3ccccc3OC)c2n1,-2.0%,3%,-3%,1.7,i,-3.4%,644,-26,11%,-1%,-2%
COc1cccc(CNC(=O)CSc2cc(=O)n(C)c3ccccc23)c1,-0.1%,11%,-3%,0.1,i,-7.4%,681,-8,8%,-4%,-2%
CC(=O)c1cccc(NC(=S)NC2CCCCC2)c1,-1.8%,-2%,-2%,0.3,i,0.5%,659,0,7%,-3%,13%
CN1CCN(NC(=O)c2cc(-c3ccc(Br)s3)nc3ccccc23)CC1,1.4%,17%,-7%,0.0,i,x,728,-18,9%,-11%,10%
CC(C)N(C(=O)Cn1cc(S(=O)(=O)CC(=O)N2CCOCC2)c2ccccc21)C(C)C,-0.8%,4%,1%,0.0,i,x,814,14,-8%,-6%,-4%
CCS(=O)(=O)c1nc(S(=O)(=O)c2ccc(Cl)cc2)c(N2CCN(C)CC2)s1,-0.4%,7%,26%,2.8,i,x,634,-10,12%,-5%,-7%
COc1cc(SC)ccc1C(=O)NCC1CCCCC1,-1.1%,0%,-3%,0.9,i,x,760,-28,-16%,-9%,5%
N/C(COc1ccc(Cl)cc1)=N\NS(=O)(=O)c1ccccc1,1.4%,2%,-8%,0.8,i,1.2%,691,6,10%,-7%,2%
CCOC(=O)C1CCN(CCC(=O)Nc2ccc(F)cc2)CC1,0.4%,7%,0%,x,x,-4.8%,698,-6,2%,0%,1%
CCOC(=O)c1cc2sccc2n1CC(=O)c1ccc2c(c1)OCCO2,0.2%,-6%,-1%,6.7,i,-4.2%,x,x,-3%,8%,1%
CC(C)NC(=S)NN(c1ccccc1)c1ccccc1,0.5%,10%,6%,0.7,i,-2.3%,759,-21,-8%,9%,3%
Cc1cccc(N2CCN(C(=O)COc3ccc4c(c3)CCC4)CC2)c1C,-0.2%,12%,1%,0.9,i,-0.9%,683,-17,3%,0%,-1%
CCCc1cc(=O)[nH]c(SCC(=O)N2CCCc3ccccc32)n1,-1.6%,-9%,1%,2.0,i,-1.1%,727,11,0%,2%,-10%
CC(C)CCOc1ccc(-c2c(=O)n(OCc3ccc([N+](=O)[O-])cc3)c3ccccc3[n+]2[O-])cc1,0.9%,11%,-3%,5.3,i,-2.9%,x,x,20%,-1%,-2%
CN(CCc1ccccn1)C(=O)CC1C(=O)NCCN1Cc1cccc(F)c1 (configuration not stated),4.1%,11%,3%,0.8,i,x,657,-4,-26%,-9%,6%
COc1cc(OC)cc(-c2nnc(SCc3cccnc3)o2)c1,18%,-1%,-3%,2.1,i,-3.4%,x,x,-17%,-9%,-1%
Cc1cc(C)cc(NC(=O)C2CCCN2S(=O)(=O)c2ccc3c(c2)n(C)c(=O)c(=O)n3C)c1 (configuration not stated),-1.5%,-5%,0%,1.9,i,x,804,-2,1%,-8%,-5%
C=CCc1ccccc1OCC(O)CNC(=O)c1ccccc1C(=O)O (configuration not stated),-1.4%,22%,-9%,0.2,i,x,704,1,0%,-4%,10%
O=C(O)CC(SCC(=O)Nc1ccc(Cl)c(S(=O)(=O)N2CCOCC2)c1)C(=O)O (configuration not stated),2.7%,-8%,-11%,0.4,i,x,830,13,9%,0%,0%
Cc1ccc(-n2cccn2)c([C@@H]2C[C@H]3CN(C)C(=O)[C@]34CCCN24)c1,7.6%,16%,-9%,1.0,i,-2.1%,674,-8,7%,-42%,i
O=C(c1ccccc1)N(Cc1nc2ccccc2c(=O)[nH]1)C1CCCC1,2.3%,8%,-2%,0.3,i,-5.5%,705,0,-2%,-1%,-4%
CCc1cc(C(=O)N2CCCC(CNC(=O)c3ccc(-c4ccccc4)cc3)C2)no1 (configuration not stated),0.7%,21%,-5%,0.2,i,-2.6%,657,-1,-12%,-3%,4%
O=C(Nc1ccc(OCc2ccccc2Cl)cc1)c1cccnc1,0.4%,-6%,-5%,0.6,i,x,822,1,19%,-5%,-3%
Nc1nc(-c2ccccc2)cn1N,-1.3%,-9%,-1%,0.4,i,-8.6%,x,x,-7%,-9%,2%
COC(=O)c1nc(NC(C)=O)n[nH]1,-1.4%,-7%,x,x,x,1.0%,x,x,8%,-4%,-3%
COc1ccc(CCNC(=O)CSc2nncn2N)cc1OC,0.2%,-4%,-5%,8.7,i,x,711,0,1%,1%,1%
COCCCn1c(SCC(=O)N2CC(=O)Nc3ccccc32)nnc1-c1ccoc1C,-1.8%,-3%,-4%,0.6,i,1.1%,x,x,4%,3%,0%
Cc1ccccc1/C=N/n1c(-c2ccccn2)n[nH]c1=S,-4.0%,-43%,-8%,0.8,i,x,762,26,26%,-5%,6%
O=C(CCNS(=O)(=O)c1ccc(Br)s1)NCc1ccccc1Cl,2.3%,18%,x,0.4,i,-8.1%,732,5,11%,-7%,8%
O=C(NCC(=O)N(c1ccc(Cl)cc1)C(C(=O)NC1CCCC1)c1cccnc1)c1ccco1 (configuration not stated),0.1%,-4%,0%,3.9,i,x,788,-14,-1%,-15%,0%
COc1ccc(/C=N/n2cnn(Cc3ccccc3Cl)c2=S)cc1OC,-0.1%,6%,-2%,0.0,i,-6.8%,672,4,16%,6%,8%
CC(=O)/C(=N/Nc1ccccc1C)N1CCOCC1,-1.8%,-7%,-3%,0.4,i,-3.3%,x,x,-19%,-4%,10%
CCOC(=O)C(=O)Nc1cc(C)on1,-2.4%,-5%,0%,0.3,i,-13%,615,-1,11%,-13%,0%
Cc1ccc(-c2nc(S(=O)(=O)c3ccc(C)cc3)c(SCC(=O)NCC3CCCO3)o2)cc1 (configuration not stated),0.7%,6%,-7%,1.6,i,x,819,-3,-3%,-3%,2%
O=C(CN(C(=O)c1csnn1)c1ccc(Cl)cc1)NCCc1ccccc1,-0.4%,4%,0%,1.0,i,x,731,16,0%,-10%,1%
CCc1nn(C(CC)C(=O)NCCc2ccc(OC)cc2OC)c(=O)c2cc3occc3n12 (configuration not stated),-0.8%,-3%,-11%,0.0,i,x,702,-12,10%,0%,-2%

Bioassay records: PubChem BioAssay, several laboratories

This is a subset (hit frequency here may not be typical).
